All columns: NCI-60 one-dose screen, growth in % after 48 h at 10 µM unless noted; 100 = growth as untreated, 0 = no growth, -100 = all killed.
CAKI-1 – CAKI-1 renal cancer. hit rate 4.7% among 75,000. AID 1794772
UO-31 – UO-31 renal cancer; hit rate 5.2% among 81,000; AID 1794768
TK-10 – TK-10 renal cancer cells; hit rate 3.9% among 81,000
786-0 – 786-0 renal cancer cells. hit rate 5.1% among 81,000. AID 1794775
ACHN – ACHN renal cancer. hit rate 4.9% among 81,000. AID 1794771
RXF 393 – RXF 393 renal cancer cells | hit rate 6.9% among 77,000
U251 – U251 CNS tumor cells; hit rate 5.4% among 80,000
A498 – A498 renal cancer cells | AID 1794774 | hit rate 5.4% among 76,000
SN12C – SN12C renal cancer cells; hit rate 3.8% among 81,000; AID 1794767
An asterisk follows results filed as active; nt = not tested or not shown; & = joins results of further samples. How the source made its calls: active means growth percent below 10; inactive means the rest.

SMILES | CAKI-1 | UO-31 | TK-10 | 786-0 | ACHN | RXF 393 | U251 | A498 | SN12C
C=C1CCC[C@]2(C)CCC[C@H](C)[C@@H](OC(C)=O)[C@@H]3OC(=O)C(=C)[C@@H]3C[C@H]1O2 | 69 | 87 | 109 | 91 | 80 | 70 | 72 | 69 | 69
CSc1nc(N(C)C)c2[nH]c(Cl)nc2n1 | 103 | 103 | 95 | 90 | 109 | 108 | 89 | 98 | 105
Cc1ccc(C2=Nc3c(ccc4c(C)c(C)c(=O)oc34)OC2)cc1 | 92 | 83 | 108 | 94 | 99 | 109 | nt | 110 | 99
C=CCn1c(SC/C(=N\O)c2ccccc2)nnc1-c1cc(-c2ccc(Cl)cc2)nc2ccccc12 | nt | 26 | 53 | 50 | 46 | 32 | 48 | 53 | 33
CCc1nc(N)nc(N)c1C#CC(C)c1cc(-c2ccnc(C)c2)c2oc(C)nc2c1 (stereo not drawn) | nt | 9.8* | 25 | 6.3* | 9.8* | -5.3* | 3.5* | 11 | 6.9*
COc1ccc(C2N(c3cc(OC)c(OC)c(OC)c3)C(=O)C2(F)F)cc1F (stereo not drawn) | nt | 53 | 106 | 75 | 61 | 49 | 42 | 98 | 55
O=C1CN(Cc2ccc3c(c2)OCO3)NO1 | 99&104 | 97&77 | 95&101 | 107&106 | 94&106 | 107&108 | 100&102 | 118&100 | 95&104
CCOc1cc2c(c(O)c1OCC)C(=O)N[C@@H]1[C@@H](O)[C@@H](O)[C@H](O)C[C@@H]21 | 96 | 89 | 99 | 94 | 106 | 104 | 98 | 99 | 103
CC[C@]12C=CCN3CC[C@@]4(c5cc(NC(=O)CCC(=O)O[C@H]6CC[C@H]7[C@@H]8CCC9=CC(=O)CC[C@@H]9[C@H]8CC[C@]67C)c(OC)cc5N(C)[C@H]4[C@@](O)(C(=O)OC)[C@@H]1OC(C)=O)[C@@H]32 | 68 | 54 | 97 | 86 | 87 | 83 | 74 | 72 | 82
COc1ccc(/C=C(\C#N)c2ccc([N+](=O)[O-])cc2)c2ccccc12 | 64 | 67 | 88 | 34 | 38 | 58 | 27 | 60 | 41
CC1CCCC(C)C1=O (stereo not drawn) | nt | 87 | 73 | 97 | 99 | nt | 105 | 112 | 100
COc1ccc(/C=N\N2CCOCC2)cc1OC1CCCC1 | 94 | 82 | 101 | 94 | 104 | 113 | 101 | nt | 101
CCSc1nnc(Cc2ccc(OC)cc2)n1-c1ccc(C)cc1 | 95 | 87 | 109 | 103 | 117 | 110 | 99 | 93 | 102
COc1cc(CNS(=O)(=O)c2ccc(C)cc2)ccc1OCc1cn(-c2ccc(F)cc2)nn1 | 90 | 64 | 116 | 97 | 93 | 93 | 97 | 54 | 92
Clc1ccc(NCc2cn(Cc3nc4ccccc4[nH]3)nn2)cc1 | 88 | 59 | 93 | 96 | 97 | 86 | 92 | 63 | 89
COc1ccc(C2Nc3ncnc(N)c3N=C3c4ccccc4C(=O)C32)cc1 (stereo not drawn) | 80 | 67 | 123 | 94 | 92 | nt | 91 | 99 | 140
Nc1ccc2[nH]c(-c3ccccc3)cc(=O)c2c1 | 72 | 90 | 123 | 97 | 102 | 90 | 73 | 84 | 98
CC1=C(C)C(=O)OC1=O | 95 | 92 | 107 | 96 | 107 | 108 | 99 | 96 | 97
CNc1ccc(CSc2ccccc2)cc1 | 92 | 44 | 107 | 74 | 110 | 229 | 103 | 97 | 71
COc1cccc(C(=O)NNc2nc(Cl)nc(Cl)n2)c1 | 96 | 88 | 104 | 101 | 101 | 109 | 99 | 97 | 100
COc1cccc(C(C)=O)c1O | nt | 90 | 95 | 101 | 109 | 115 | 99 | 116 | 105
CS(=O)(=O)c1nnc(-c2ccccc2)s1 | 95 | -71* | 113 | 89 | 84 | 110 | 106 | 91 | 105
Nc1nc(SCC(=O)c2ccc(Cl)cc2)c2ncn(C3OC(CO)C(O)C3O)c2n1 (stereo not drawn) | 90 | 82 | 99 | 112 | 104 | 113 | 108 | 93 | 103
Clc1nc2ccccc2nc1Cl | 98&96 | 66&83 | 104&96 | 91&102 | 104&102 | 100&112 | 109&96 | 104&90 | 102&98
NCCCBr | 101 | 92 | 100 | 105 | 105 | 113 | 102 | 120 | 102
Next section.
SMILES | CAKI-1 | UO-31 | TK-10 | 786-0 | ACHN | RXF 393 | U251 | A498 | SN12C
Cc1ccc(C)c(N2CCN(c3ccncc3N)CC2)c1 | 66 | 68 | 85 | 73 | 81 | 68 | 38 | 49 | 73
NC(=S)NNC(N)=S | 104 | 87 | 91 | 93 | 109 | 107 | 99 | nt | 105
O=C(NCCn1ccnc1)c1ccc(-c2nc3ccc4[nH]ncc4c3c3c2CCCC3)cc1 | nt | 92 | 78 | 76 | 88 | nt | 59 | 74 | 82
COc1ccc(C(=O)/C=C/c2ccc(Cl)cc2)cc1S(=O)(=O)NNC(=O)c1ccncc1 | 92 | 81 | 106 | 107 | 104 | 107 | 88 | 100 | 102
CCN(CC)S(=O)(=O)c1ccc(NC(=O)CSc2nc3ccccc3o2)cc1 | 107 | 99 | 129 | 100 | 108 | 116 | 105 | 95 | 95
COc1ccc(-c2n[nH]nc2-c2cc(OC)c3c(c2OC)OCO3)cc1 | 27 | 51 | nt | 66 | 55 | -9.1* | 14 | 15 | 34
CC(C)(C)Nc1c(-c2cccnc2)nc2sccn12 | 91 | 94 | 102 | 106 | 114 | 99 | 98 | 69 | 99
Clc1ccc(OC2CCO2)cc1Cl (stereo not drawn) | 90 | 95 | 90 | 93 | 104 | 95 | 96 | 98 | 107
CCCCCCCCCCCCCCCc1ccc(OCC(O)CO)cc1 (stereo not drawn) | 96 | 79 | 94 | 99 | 111 | 102 | 96 | 111 | 108
O=C(Nc1ccc(Cl)c(Cl)c1)n1ncc2ccc([N+](=O)[O-])cc21 | 91 | 73 | 123 | 100 | 93 | 111 | nt | 92 | 97
Cc1[nH]c2ccccc2c1C(C[N+](=O)[O-])c1ccccc1Cl (stereo not drawn) | 81 | 82 | 119 | 97 | 94 | 95 | 84 | nt | 89
CCCCN(CCCC)CCNc1ccc(C)c2sc3ccc(Cl)cc3c(=O)c12 | 88 | 68 | 129 | 101 | 92 | 97 | 89 | 71 | 88
Cn1c(O)c(N=Nc2ccc(S(N)(=O)=O)cc2)c2cc(Cl)ccc21 | 84 | 80 | 102 | 92 | 88 | 95 | 94 | 101 | 88
O=C1C(O)C(O)C(O)C(O)C1O (stereo not drawn) | 93&101 | 91&99 | 87&118 | 102&108 | 93&101 | 103&112 | 102&103 | 112&109 | 108&106
Cc1ccc(NS(=O)(=O)c2ccc(Nc3ncc4c(n3)CCCC4=O)cc2)cc1 | 75 | 71 | 101 | 95 | 90 | 111 | 93 | 87 | 90
Cc1cc2nc(C(Cl)Cl)nc(-c3cccnc3)n2n1 | 81 | 96 | 95 | 98 | 88 | 102 | 94 | 96 | 96
COc1ccc(-n2c(NC(=O)C3CC3)c(C#N)c3ccccc32)cc1 | 47 | 39 | 77 | 86 | 83 | 75 | 88 | 160 | 73
CC1(C)NC2=C(C(Nc3cccnc3)N1)C(c1ccccc1Cl)C(C(=O)c1ccc(N=[N+]=[N-])cc1)O2 (stereo not drawn) | 93 | 91 | 85 | 97 | 107 | 129 | 94 | 103 | 97
Cc1[nH]c(C2CC(c3cccs3)=NN2c2ccccc2)c(C)c1C(=O)NCC(F)(F)F (stereo not drawn) | 76 | 71 | 112 | 96 | 99 | 75 | 98 | 21 | 96
O=C1CC[C@@H](C(=O)N2CSC[C@H]2C(=O)O)N1 | 97 | 92 | 108 | 113 | 99 | 99 | 100 | 100 | 101
CC(=O)Nc1cc(F)cc(C(F)(F)F)c1Cl | 91 | 93 | 104 | 94 | 99 | 89 | 105 | 100 | 105
CCCOC(=O)n1cccc1 | 108 | nt | 110 | 98 | nt | 102 | 107 | 106 | 94
O=C1/C(=C/C2=Cc3ccccc3OC2)SC(=S)N1c1ccc2c(c1)OCO2 | 91 | 92 | 104 | 102 | 105 | 106 | 101 | 86 | 101
CCOC(=O)C(C)(C)N | 99 | 95 | 99 | 106 | 97 | 102 | 99 | 112 | 108
O=C1CCC(N2CCN(c3ccc(F)cc3)CC2)N1 (stereo not drawn) | 102 | 99 | 96 | 104 | 106 | 106 | 100 | nt | 101
Remaining list, next part.
SMILES | CAKI-1 | UO-31 | TK-10 | 786-0 | ACHN | RXF 393 | U251 | A498 | SN12C
COC(=O)c1ccc2c(c1)Oc1ccc(Cl)cc1-c1cc(C)nn1-2 | nt | 82 | nt | 70 | 23 | 92 | 19 | 63 | 52
COc1ccc(-c2ccnc(=S)[nH]2)cc1 | 102 | 88 | 90 | 98 | 98 | 107 | 86 | 98 | 93
CC1=C2[C@@H](CC1)[C@]1(C)O[C@@](C(C)C)(C[C@H]1OC(=O)CN)[C@H]2OC(=O)/C=C/c1ccccc1 | 89 | 74 | 99 | 98 | 101 | 100 | 93 | 81 | 97
c1ccc(Cn2nnc3c(Sc4nc5ccccc5o4)ncnc32)cc1 | 95 | 99 | 102 | 96 | 95 | 102 | 98 | 84 | 102
O=c1cc(-c2ccccc2)nc2sc(-c3c[nH]c4ccc(Br)cc34)nn12 | 91 | 80 | 110 | 93 | 96 | 104 | 100 | 86 | 95
C[C@H]1C=C(C[C@@H](O)CC#CC#CCCCCC[C@@H](O)[C@H]2CCC(=O)O2)C(=O)O1 | nt | 81 | 115 | 190 | 103 | 103 | 99 | 107 | 105
COc1cc(NCC(C)(O)CN(CC(C)C)CC(C)C)c2nc(C)ccc2c1 (stereo not drawn) | 68 | 55 | 119 | 87 | 79 | nt | 95 | 56 | 81
COc1cc(CC(=O)n2ncc3ccc(N)cc32)cc(OC)c1OC | 86 | 70 | 108 | 97 | 95 | 108 | 98 | 97 | 107
Cc1sc(NC(=O)c2ccc(C(C)(C)C)cc2)c(C(=O)O)c1C | 42 | 90 | 68 | 74 | 39 | 114 | 17 | 79 | nt
COc1ccc(-c2nc(SCCC(C)C)nc(N/N=C\c3ccccc3O)c2C#N)cc1 | 74 | 87 | 101 | 89 | 73 | 76 | 61 | 96 | 81
C/C=C/C1OC23CCCCC2C(C#N)(C(=N)O3)C1(C#N)C#N (stereo not drawn) | 81 | 76 | 103 | 105 | 94 | 116 | 102 | 118 | 94
O=C(Nc1ccccc1)Nc1ncnc2c1ncn2-c1cccnc1 | 98 | 82 | 102 | 89 | 101 | 110 | 110 | 93 | 94
Cc1ccccc1N1C(=O)c2cc(S(N)(=O)=O)c(Cl)cc2NC1C (stereo not drawn) | 103 | 83 | 104 | 100 | 108 | 128 | 105 | 108 | 108
COc1nccnc1NS(=O)(=O)c1ccc(N)cc1 | 103 | 91 | 95 | 105 | 104 | 101 | 108 | 118 | 101
Cc1ccc2nc(NC(=O)CSc3nc(-c4ccccc4)c(C#N)c4nnnn34)sc2c1 | 95 | 80 | 141 | 114 | 106 | 120 | 104 | 109 | 111
CCc1ccc(-c2cc(-c3cccc(Cl)c3)n(-c3ccc(S(N)(=O)=O)cc3)n2)cc1 | 71 | 81 | 114 | 98 | 99 | 123 | 97 | 100 | 93
Nc1nc2c(ncn2[C@@H]2O[C@H](CS)[C@@H](O)[C@H]2O)c(=O)[nH]1 | 95 | 93 | 96 | 106 | 100 | 111 | 99 | 100 | 97
CCCCCCC/C=N/NC(=O)c1ccc(-n2cc(-c3ccccc3)nn2)cc1 | 76 | 71 | 110 | 92 | 79 | 84 | 98 | 90 | 93
Clc1ccc(-c2nnc(-c3ccc4ccccc4c3)o2)cc1 | 86 | 105 | 113 | 93 | 101 | 112 | 104 | nt | 102
COc1cc(F)c(/C=C/c2cc(/C=C/c3cc(OC)c(OC)cc3F)on2)cc1OC | 90 | 91 | 100 | 87 | 80 | 93 | 83 | nt | 92
CC(=O)OC(C)(C)[C@@H]1CC[C@H](C)C2=C(C1)[C@@H](C)CC2 | nt | 88 | 81 | 106 | 109 | 114 | 105 | 88 | 104
c1ccc(CCn2cccc2)nc1 | 91 | 94 | 100 | 103 | 104 | 116 | 103 | 105 | 102
Cc1ccccc1C1OC2=C(Nc3ccccc3N2)C1=O (stereo not drawn) | 89 | 82 | 103 | 102 | 95 | 87 | 96 | 111 | 94
COc1ccc(-c2nnc(SCC(=O)c3ccccc3)o2)cc1 | 95 | 99 | 89 | 79 | 98 | 94 | 98 | 85 | nt

Compounds listed so far with a nitro group on carbon (3):
SMILES | CAKI-1 | UO-31 | TK-10 | 786-0 | ACHN | RXF 393 | U251 | A498 | SN12C
COc1ccc(/C=C(\C#N)c2ccc([N+](=O)[O-])cc2)c2ccccc12 | 64 | 67 | 88 | 34 | 38 | 58 | 27 | 60 | 41
O=C(Nc1ccc(Cl)c(Cl)c1)n1ncc2ccc([N+](=O)[O-])cc21 | 91 | 73 | 123 | 100 | 93 | 111 | nt | 92 | 97
Cc1[nH]c2ccccc2c1C(C[N+](=O)[O-])c1ccccc1Cl (stereo not drawn) | 81 | 82 | 119 | 97 | 94 | 95 | 84 | nt | 89

In the list so far, these have fluorine:
SMILES | CAKI-1 | UO-31 | TK-10 | 786-0 | ACHN | RXF 393 | U251 | A498 | SN12C
COc1ccc(C2N(c3cc(OC)c(OC)c(OC)c3)C(=O)C2(F)F)cc1F (stereo not drawn) | nt | 53 | 106 | 75 | 61 | 49 | 42 | 98 | 55
COc1cc(CNS(=O)(=O)c2ccc(C)cc2)ccc1OCc1cn(-c2ccc(F)cc2)nn1 | 90 | 64 | 116 | 97 | 93 | 93 | 97 | 54 | 92
Cc1[nH]c(C2CC(c3cccs3)=NN2c2ccccc2)c(C)c1C(=O)NCC(F)(F)F (stereo not drawn) | 76 | 71 | 112 | 96 | 99 | 75 | 98 | 21 | 96
CC(=O)Nc1cc(F)cc(C(F)(F)F)c1Cl | 91 | 93 | 104 | 94 | 99 | 89 | 105 | 100 | 105
O=C1CCC(N2CCN(c3ccc(F)cc3)CC2)N1 (stereo not drawn) | 102 | 99 | 96 | 104 | 106 | 106 | 100 | nt | 101
COc1cc(F)c(/C=C/c2cc(/C=C/c3cc(OC)c(OC)cc3F)on2)cc1OC | 90 | 91 | 100 | 87 | 80 | 93 | 83 | nt | 92
